Source: PubChem (several laboratories)
PolyA inhibitor – yeast polyadenylation inhibition; S. cerevisiae SKY197-pL101 polyadenylation reporter, beta-gal luminescence; efflux-impaired pdr1/pdr3 knockout yeast; score 100 = 6 SD above DMSO; calls only at 12 µM; 0.02% of 300,000 active;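 active = lowest replicate activity score at least 50, where 100 means six control SD above control mean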;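 note: yeast exposed to compound for 9 h at 30 °C; higher score means more reporter readthrough which indicates perturbed polyadenylation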
TRPC6 act – activators of mouse TRPC6 channel | Q61143 | HEK293-TRPC6 membrane potential dye fluorescence; hits give high values | B-score at 10 µM | 0.13% of 310,000 active | AID 2550;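 active = B-score of the integrated fluorescence ratio above library mean plus 3 SD, and starting fluorescence ratio within library mean plus 5 SD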;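 note: higher score means more depolarization so channel activation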
MrgX1 agonist – agonists of human MrgX1 receptor; 0.44% of 310,000 active; B-score at 10 µM; MrgX1-HEK293 cells, Fluo-4 calcium fluorescence, agonist mode; hits give high values; AID 588627; Q96LB2;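 active = calcium response B-score plate-corrected fluorescence ratio at least 3 library SD, with starting fluorescence B-score inside 5 SD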
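Material – MrgX1-expressing HEK293 cells · Input – 15,000 cells seeded per well · Dosing – compound as first of three additions · Times – overnight seeding, then 1 h dark dye loading · Measured by – kinetic Fluo-4 NW fluorescence of intracellular calcium · Read-out – B-scored fluorescence response ratio · Benchmarks – positive and negative control wells on each plate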
HIF act – HIF pathway transcriptional activation; U2OS HRE-luciferase reporter, luminescence; normalized: DMSO 0%, desferrioxamine 100%; activation, % at 7.5 µM (by protocol); 0.32% of 300,000 active; AID 1910;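 active = mean activation of at least 10% of the iron chelator positive control signal, with at least half of replicates also reaching 10%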
TRPC4 PAM – allosterically enhances the mouse TRPC4 cation channel; HEK293 TRPC4beta/mu-opioid, DAMGO EC20, Fluo-4 Ca2+ flux; hits give high values; B-score at 10 µM; AID 2227; 0.42% of 310,000 active; Q9QUQ5;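 active = B-score of calcium response area above 5 SD of library B-scores, with initial fluorescence ratio within 5 SD of library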;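 note: B-score of integrated fluorescence ratio over time as area under calcium response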
Target sequence (Q9QUQ5 whole entry, looked up): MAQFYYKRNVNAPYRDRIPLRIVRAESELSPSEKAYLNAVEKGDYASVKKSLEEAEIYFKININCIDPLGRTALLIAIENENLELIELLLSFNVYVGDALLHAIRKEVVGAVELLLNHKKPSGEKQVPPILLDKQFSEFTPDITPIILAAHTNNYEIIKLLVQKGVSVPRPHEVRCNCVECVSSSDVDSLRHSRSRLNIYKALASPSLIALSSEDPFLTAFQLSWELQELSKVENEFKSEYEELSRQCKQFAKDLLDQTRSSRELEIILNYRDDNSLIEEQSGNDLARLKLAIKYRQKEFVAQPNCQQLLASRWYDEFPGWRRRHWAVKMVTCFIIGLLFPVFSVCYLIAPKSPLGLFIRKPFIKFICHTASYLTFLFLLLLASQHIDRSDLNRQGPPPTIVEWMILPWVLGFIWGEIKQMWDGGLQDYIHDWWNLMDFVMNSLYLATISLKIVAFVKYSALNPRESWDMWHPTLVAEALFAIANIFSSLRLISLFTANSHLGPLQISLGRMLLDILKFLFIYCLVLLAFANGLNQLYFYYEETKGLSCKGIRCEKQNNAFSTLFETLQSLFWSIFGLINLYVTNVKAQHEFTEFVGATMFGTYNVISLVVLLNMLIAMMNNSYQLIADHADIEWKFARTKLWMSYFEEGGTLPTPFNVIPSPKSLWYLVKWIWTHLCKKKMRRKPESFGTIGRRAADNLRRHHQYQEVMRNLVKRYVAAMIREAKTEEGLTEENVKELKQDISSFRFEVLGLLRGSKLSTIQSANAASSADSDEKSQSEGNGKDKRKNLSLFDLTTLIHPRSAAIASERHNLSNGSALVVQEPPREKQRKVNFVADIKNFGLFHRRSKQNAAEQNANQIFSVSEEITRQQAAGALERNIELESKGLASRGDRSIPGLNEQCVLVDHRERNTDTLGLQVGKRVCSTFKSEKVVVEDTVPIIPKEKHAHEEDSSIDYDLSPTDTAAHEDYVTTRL
MrgX1 PAM – human MrgX1 positive allosteric modulation, primary screen; Q96LB2; MrgX1-HEK293, Fluo-4 calcium flux, FDSS; hits give high values; B-score at 10 µM; 0.63% of 310,000 active; AID 588675;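 active = plate-corrected calcium response at least 3 library SD above typical, normal starting fluorescence, not activating the receptor alone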;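 note: compound read alongside a low EC10 to EC30 dose of BAM8-22 agonist; peak minus trough fluorescence over baseline measured at the second addition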
TRPC4 inh – TRPC4 (mouse) channel inhibition | AID 2247 | HEK293 TRPC4beta/mu-opioid, DAMGO-evoked Fluo4 calcium flux; hits give low values | B-score at 10 µM | 0.39% of 300,000 active;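 active = B-score over 3 SD under the library average, no early fluorescence shift, positive overall ratio signal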
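material = TRPC4beta/mu-opioid receptor HEK293 cell line | probe or stimulus = sequential submaximal and maximal DAMGO stimulation | compound dosing = one concentration per compound | measured by = Fluo4 Ca2+ flux fluorescence | evaluation = integrated fluorescence ratio relative to baseline, converted to per-well B score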
TRPC4 agonist – opens the mouse TRPC4 cation channel; HEK293 TRPC4beta/mu-opioid, Fluo4 calcium fluorescence; hits give high values; B-score at 10 µM; 0.49% of 310,000 active; AID 2237;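 active = B-score above 5 SD of library B-scores, and initial fluorescence ratio not above library mean plus 5 SD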;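 note: positive B-score marks a calcium rise read as TRPC4 activation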
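System: HEK293 cells stably co-expressing mouse TRPC4beta and mu-opioid receptor; Schedule: Fluo4 dye loading 45 min at room temperature, 110 s recording; Detection: Fluo4 fluorescence, kinetic; Evaluation: B-scored integrated calcium fluorescence ratio; Controls: buffer (low) and maximal DAMGO (high).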
AI-2 QS modul – modulates the Vibrio harveyi AI-2 quorum sensing system; AID 2094; activity change, % at 7.5 µM; Vibrio harveyi JMH597 AI-2 luminescence/OD600 ratio, 9 h; hits give low values; strain lacks LuxN and CqsS sensors; 0 = neutral-control median; 0.4% of 300,000 active; in the data active = activity change below about -75%, passing the limit was not always enough;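 note: luminescence divided by OD600 gain over 9 h not by final OD600 alone; inactives centre near 13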
MrgX1 antag – antagonists of human MrgX1 receptor | Q96LB2 | MRGX1-HEK293 calcium flux, Fluo-4, BAM8-22 antagonism; hits give low values | B-score at 10 µM | 1.3% of 310,000 active | AID 588676;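 active = calcium-response B-score plate-corrected more than 3 library SD below zero, starting fluorescence within 5 deviations, no agonist response on first addition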;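 note: peak minus trough fluorescence over baseline after final BAM8-22 challenge near maximal dose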
TRPC6 inhibitor – inhibitors of mouse TRPC6 channel; Q61143; HEK293-TRPC6, membrane potential dye, ACh-evoked depolarization; hits give low values; B-score at 10 µM; 1.1% of 310,000 active;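 active = B-score under library mean minus 3 SD, initial fluorescence not abnormally high, positive integrated signal ratio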;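 note: B-score derived from integrated fluorescence ratio over the kinetic read; more negative B-score means stronger inhibition of depolarization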
Starred values were filed as active, the others as inactive; i = inactive.

1	FC(F)(F)c1cnc(N2CCC(=NOCc3ccc(Cl)cc3)CC2)c(Cl)c1
2	COc1ccc(CN2CCNC(=O)C2CC(=O)NC2CCCC2)c(C)c1C (stereo unspecified)
3	CC(=O)Nc1ccc(SCC(=O)N(CCC#N)c2cc(C)cc(C)c2)cc1
4	Cc1ccc(/C=C/C(=O)Nc2cccc(S(=O)(=O)N3CCOCC3)c2)o1
5	CCc1ccc(NC(=O)CCc2nc3ccccc3[nH]2)cc1
6	O=C(NN=C1C2CC3CC(C2)CC1C3)c1ccccc1O
7	COc1ccc(CNC(=O)c2cc3cccc(O)c3oc2=N)cc1
8	COc1cccc(/C=N/Nc2ncccc2[N+](=O)[O-])c1OC

screen / no. | 1 | 2 | 3 | 4 | 5 | 6 | 7 | 8
PolyA inhibitor | i | i | i | i | i | i | i | i
MrgX1 antag | i | i | i | i | i | i | i | i
MrgX1 PAM | i | i | i | i | i | i | i | i
AI-2 QS modul | -12 | 10 | 15 | 12 | 9 | 9 | 9 | 3
MrgX1 agonist | i | i | i | i | i | i | i | i
HIF act | -0.4 | 0.3 | 0.5 | -0.5 | 0.5 | -1.1 | -0.2 | -4.8
TRPC6 inhibitor | i | i | i | i | i | i | i | i
TRPC4 inh | i | -6* | i | i | i | i | i | i
TRPC4 PAM | i | i | i | i | i | i | i | i
TRPC6 act | i | i | i | i | i | i | i | i
TRPC4 agonist | i | i | i | i | i | i | i | i

9	CCc1cc(C(=O)N(CCCOC)c2c(N)n(Cc3ccccc3)c(=O)[nH]c2=O)sc1C
10	CCOC(=O)Cc1csc(NC(=O)CSc2nnc(-c3ccc(NS(=O)(=O)CC)cc3)o2)n1
11	COc1ccc(N2CCN(C(=O)C34CCC(C)(C(=O)C3)C4(C)C)CC2)cc1 (stereo unspecified)
12	Cc1ccc(CCC(=O)Nc2ccccc2C(=O)O)o1
13	Cc1cccc(N2Cc3ccc(Br)cc3C2)c1
14	CCOC(=O)Cn1c(-c2cccnc2)nc(-c2ccccc2)c1-c1ccccc1
15	O=C(Nc1ccccc1)C1=C[C@H](C2CCCCC2)C[C@H](OCCCCO)O1
16	Cc1cccc(N2CC(C(=O)O)CC2=O)c1C (stereo unspecified)

screen / no. | 9 | 10 | 11 | 12 | 13 | 14 | 15 | 16
PolyA inhibitor | i | i | i | i | i | i | i | i
MrgX1 antag | i | i | i | i | i | i | i | i
MrgX1 PAM | i | i | i | i | i | i | i | i
AI-2 QS modul | 18 | 19 | 9 | 15 | 18 | 24 | 15 | 14
MrgX1 agonist | i | i | i | i | i | i | i | i
HIF act | 0.1 | -0.4 | 0.0 | 0.5 | 2.0 | -0.1 | 0.8 | -0.6
TRPC6 inhibitor | i | i | i | i | i | i | i | i
TRPC4 inh | i | i | i | i | i | i | i | i
TRPC4 PAM | i | i | i | i | i | i | i | i
TRPC6 act | i | i | i | i | i | i | i | i
TRPC4 agonist | i | i | i | i | i | i | i | i

Only MrgX1 antag and MrgX1 PAM, for four of the compounds above:
entry | compound | MrgX1 antag | MrgX1 PAM
10 | CCOC(=O)Cc1csc(NC(=O)CSc2nnc(-c3ccc(NS(=O)(=O)CC)cc3)o2)n1 | i | i
11 | COc1ccc(N2CCN(C(=O)C34CCC(C)(C(=O)C3)C4(C)C)CC2)cc1 (stereo unspecified) | i | i
12 | Cc1ccc(CCC(=O)Nc2ccccc2C(=O)O)o1 | i | i
13 | Cc1cccc(N2Cc3ccc(Br)cc3C2)c1 | i | i

(next part)
17	CCCN1CCCC[C@H]1C(=O)Nc1c(C)cccc1C
18	CN(C(=O)CSC1=Nc2ccccc2C2=NC(c3ccccc3)C(=O)N12)C1CCCCC1 (stereo unspecified)
19	CCOc1ccc(Br)cc1S(=O)(=O)NC(=O)c1ccccc1
20	CC(=O)Nc1nnc(COc2ccc(Cl)cc2)s1
21	O=S(=O)(c1ccc(F)cc1)N1CCN(S(=O)(=O)c2cc(F)ccc2F)CC1
22	O=S(=O)(NCCCO)c1ccc2c(c1)Cc1cc(S(=O)(=O)NCCCO)ccc1-2
23	Cc1c(C(=O)Nc2ccc(-c3nnc4n3CCCCC4)cc2)oc2ccc(Br)cc12

screen / no. | 17 | 18 | 19 | 20 | 21 | 22 | 23
PolyA inhibitor | i | i | i | i | i | i | i
MrgX1 antag | i | i | i | i | i | i | i
MrgX1 PAM | i | i | i | i | i | i | i
AI-2 QS modul | 14 | 29 | 31 | -1 | 2 | 27 | 15
MrgX1 agonist | i | i | i | i | i | i | i
HIF act | -0.6 | 0.7 | 0.0 | 2.4 | -0.8 | -0.4 | 0.6
TRPC6 inhibitor | i | i | i | i | i | i | i
TRPC4 inh | i | i | i | i | i | i | i
TRPC4 PAM | i | i | i | i | i | i | i
TRPC6 act | i | i | i | i | i | i | i
TRPC4 agonist | i | i | i | i | i | i | i

Pulled by compound from the entries so far (2):
22	O=S(=O)(NCCCO)c1ccc2c(c1)Cc1cc(S(=O)(=O)NCCCO)ccc1-2
23	Cc1c(C(=O)Nc2ccc(-c3nnc4n3CCCCC4)cc2)oc2ccc(Br)cc12

screen / no. | 22 | 23
PolyA inhibitor | i | i
MrgX1 antag | i | i
MrgX1 PAM | i | i
AI-2 QS modul | 27 | 15
MrgX1 agonist | i | i
HIF act | -0.4 | 0.6
TRPC6 inhibitor | i | i
TRPC4 inh | i | i
TRPC4 PAM | i | i
TRPC6 act | i | i
TRPC4 agonist | i | i

An excerpt; rates above refer to the full screens.
